Screening data deposited in PubChem BioAssay by several laboratories.
TNAP inh noacc = inhibitors of human TNAP without phosphate acceptor | inhibition, % at 20 µM | actives 0.26% (n = 200,000) | purified TNAP, CDP-star luminescence, 30 min | P05186;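 active = tissue-nonspecific alkaline phosphatase inhibition above about 50% at 20 µM in the single-dose screen, limit read from the data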;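 also: 0% = DMSO negative control and 100% = EDTA positive control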
Target sequence (P05186 whole entry, looked up): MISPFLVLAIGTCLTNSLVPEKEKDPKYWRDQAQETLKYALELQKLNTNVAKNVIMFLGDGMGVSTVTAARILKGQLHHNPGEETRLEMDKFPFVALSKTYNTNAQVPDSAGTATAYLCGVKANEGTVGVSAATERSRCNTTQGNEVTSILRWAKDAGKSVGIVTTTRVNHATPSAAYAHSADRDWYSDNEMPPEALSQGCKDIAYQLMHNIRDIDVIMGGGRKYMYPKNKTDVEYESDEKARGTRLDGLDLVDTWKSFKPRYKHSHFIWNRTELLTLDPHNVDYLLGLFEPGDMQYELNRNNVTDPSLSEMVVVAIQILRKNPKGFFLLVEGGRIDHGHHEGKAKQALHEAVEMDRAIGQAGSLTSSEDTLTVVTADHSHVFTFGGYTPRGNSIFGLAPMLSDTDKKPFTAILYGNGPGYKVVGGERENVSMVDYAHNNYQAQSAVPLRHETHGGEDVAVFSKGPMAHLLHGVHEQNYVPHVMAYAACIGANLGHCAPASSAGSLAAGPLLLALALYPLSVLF
Efa HMGR inh = inhibitors of class II HMG-CoA reductase from Enterococcus faecalis. purified E. faecalis HMGR, NADPH absorbance 340 nm kinetic. inhibition, % at 10 µM. actives 0.41% (n = 190,000). AID 1066;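 active = inhibition above a set limit, the median over all tested compounds plus 3 SD, cut at about 9.5% in these data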;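 also: enzyme runs in reverse so mevalonate oxidation gives rising NADPH absorbance; 0% = complete reaction with DMSO and 100% = background rate lacking mevalonate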
PPARg SRC2 recr = promotes SRC-2 coactivator recruitment by human PPARgamma | P37231 | activation, % at 8 µM | actives 0.34% (n = 200,000) | PPARgamma LBD-SRC-2 recruitment, biochemical | AID 1032; in the data active = activation above about 22%;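 also: 0% = vehicle and 100% = reference agonist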
bIAP activator = intestinal alkaline phosphatase (bovine) activation; actives 0.17% (n = 200,000); activation factor at 20 µM; purified bovine IAP, CDP-star luminescence, 30 min; active compounds read high; fold of DMSO-control signal, blank-subtracted; AID 1016;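 active = activation factor of 2 or more at 20 µM, a signal rise over negative controls twice the positive control's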
TNAP inh hiacc = TNAP (human) inhibition, high acceptor. purified TNAP, CDP-star luminescence, 1 M DEA. P05186. AID 1135. inhibition, % at 20 µM. actives 0.03% (n = 200,000);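 active = over 50% inhibition of tissue-nonspecific alkaline phosphatase at 20 µM in the single-dose screen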;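 also: plate controls were DMSO wells for no effect and EDTA-quenched wells as full inhibition for full effect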
bIAP inhibitor = blocks bovine intestinal alkaline phosphatase activity | 190,000 tested, under 10 active | inhibition, % at 20 µM | purified bovine IAP, CDP-star luminescence, 30 min;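 active = over 50% inhibition of intestinal alkaline phosphatase at 20 µM in the single-dose screen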
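System: purified bovine intestinal alkaline phosphatase (IAP) enzyme; Input: IAP diluted 1/65,000,000 in the well; Measured by: CDP-star luminescence signal; Compound dosing: 20 µM single dose; Incubation: 30 min reaction at room temperature.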
SRC2 TRFRET art = flags TR-FRET format artefacts in PPARgamma SRC-2 recruitment agonist screen. TR-FRET ratio at 8 µM. actives 0.4% (n = 200,000). TR-FRET artefact counter-screen; active compounds read high; in the data active = TR-FRET ratio above about 2000; also: inactives centre near 1500
TNAP act hiacc = increases human TNAP activity under high phosphate acceptor concentration; activation factor at 20 µM; purified TNAP, CDP-star luminescence, 1 M DEA, 30 min; active compounds read high; 0 = EDTA background, 1 = DMSO-only activity; 200,000 tested, under 10 active; P05186;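 active = activation factor at least 2 at 20 µM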
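Measured by: Luminescent substrate turnover signal | Test system: Human TNAP | Input: TNAP 1/800 final | Dosing: 20 µM single point | Schedule: 30 min, room temperature | Controls: EDTA wells as negative control, DMSO wells as positive control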
PPARg SRC3 recr = promotes SRC-3 coactivator recruitment by human PPARgamma. P37231. biochemical PPARgamma/SRC-3 coactivator recruitment assay. activation, % at 8 µM. actives 0.26% (n = 200,000). AID 731; in the data active = activation above about 23%;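 also: 0% = DMSO and 100% = reference agonist; some compounds past the cut are filed as inactive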
PPARg SRC-1 ag = PPARgamma-driven SRC-1 recruitment agonism; P37231; PPARgamma-SRC-1 coactivator recruitment biochemical assay; activation, % at 8 µM; actives 0.41% (n = 200,000); AID 631; in the data active = activation above about 19%;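 also: 0% = DMSO and 100% = reference agonist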
Numbers without * were called inactive. No enrichment for hits. Share with any hit: about 1.6%.

SMILES	TNAP inh noacc	Efa HMGR inh	PPARg SRC2 recr	bIAP activator	TNAP inh hiacc	bIAP inhibitor	SRC2 TRFRET art	TNAP act hiacc	PPARg SRC3 recr	PPARg SRC-1 ag
O=C(O)c1cccc(N2C(=S)N=C(Nc3ccccc3)C23CCCCC3)c1	-4	-5	-1	0.9	-3	6	1589	1	0	6
O=C(/C=C/c1cccc(Cl)c1)NCc1ccccc1	-11	0	18	0.9	-5	8	1741	1	4	6
CN(CC(=O)Nc1cc([N+](=O)[O-])ccc1Cl)Cc1ccc(Br)cc1	0	5	6	0.9	8	6	1702	0.9	-5	0
COC(=O)c1ccccc1NC(=S)N1CCN(C2CCCCC2)CC1	-9	0	-3	0.8	-1	17	1329	1	3	8
O=C(CCn1c(=O)c2ccccc2n(Cc2ccccc2)c1=O)NCc1ccc2c(c1)OCO2	-15	-5	-3	0.9	0	15	1295	1	-3	-4
CC(C)c1ccc(OCc2nc(-c3ccccn3)no2)c(Br)c1	-4	-3	4	0.9	-5	7	1604	1	11	-5
Cc1ccc(-c2cc(C(=O)NCc3ccco3)c3ccccc3n2)o1	-6	-2	-1	1	-2	-4	1398	1	-4	2
CC(=O)c1cccc(NS(C)(=O)=O)c1	-5	3	0	1	2	1	1606	1	-2	4
O=C(C1=C(O)C(=O)N(Cc2ccco2)C1c1ccccc1F)c1cccs1 (stereo not drawn)	-1	1	10	1.1	-1	-10	1652	1	-3	4
CC1(C)CC2(CC(c3ccccc3F)c3ccc(O)c(O)c3O2)NC(=S)N1 (stereo not drawn)	11	6	9	0.9	-2	7	1592	1	1	9
CC1(C)NC(=O)N(CC(=O)O)C1=O	-20	1	9	1	-6	4	1550	1.1	4	-2
CN(C)/C=C/C(=O)c1cnc2sccn2c1=O	-12	2	5	1	-6	1	1651	1.1	2	-2
COC(=O)COc1ccc(S(=O)(=O)Nc2ccc(C(N)=O)cc2)cc1C	-7	-3	6	1	-1	0	1394	1	8	7
CCOc1ccc(-n2c(SCC(=O)NCc3ccco3)nnc2-c2c[nH]c3ccccc23)cc1	-28	-6	4	0.9	-5	5	1431	1.1	4	-2
O=C(NC(Cc1c[nH]c2ccccc12)C(=O)O)c1ccc(Br)cc1 (stereo not drawn)	-5	-3	-5	1	-6	2	1506	1.1	4	-7
Cc1cc(NC(=O)c2ccc(N3CCCC3)c([N+](=O)[O-])c2)no1	-36	-1	20	1.1	-2	-14	1871	1	7	6
Cc1sc(NC(=O)C2CC=CCC2C(=O)O)c(C(=O)OC(C)C)c1C (stereo not drawn)	-4	-4	14	1	-3	3	1790	1	6	6
O=C(c1ccccc1)c1nn(-c2ccc(Cl)cc2)cc1C(=O)c1cc2ccccc2oc1=O	9	3	-3	0.8	6	18	1601	0.9	-1	-7
COc1cc(OC)cc(C(=O)NCCOC23CC4CC(CC(C4)C2)C3)c1	-10	-10	3	1.2	-2	-19	1417	1	4	-7
COc1ccc(S(=O)(=O)NC2CC(C)(C)NC(C)(C)C2)c(C)c1C	-5	0	1	1	1	-3	1606	1	10	1
O=C1c2ccccc2NC(c2cnc3ccccc3n2)N1O (stereo not drawn)	4	-3	-1	0.9	-7	10	1635	1.1	17	10
COc1ccccc1S(=O)(=O)Cc1ccc(C(=O)NC(C)c2ccc3c(c2)OCCO3)o1 (stereo not drawn)	-10	6	-2	1	-8	2	1729	1.1	13	1
CCOCc1nnc(NC(=O)c2ccc(OC)cc2)s1	-8	-5	-3	1	-3	4	1464	1	2	-6
N#Cc1c(N)c(C(=O)c2ccccc2)n2c1CCC2	-25	-7	7	0.8	-3	20	1352	1	-10	-3
COc1ccc(C(=O)NNC(=O)c2ccc(S(=O)(=O)N3CCOCC3)cc2)cc1	-20	2	-4	1	-2	-4	1559	1	-1	3

Next part; it opens with the 3 that closed the last part.
SMILES	TNAP inh noacc	Efa HMGR inh	PPARg SRC2 recr	bIAP activator	TNAP inh hiacc	bIAP inhibitor	SRC2 TRFRET art	TNAP act hiacc	PPARg SRC3 recr	PPARg SRC-1 ag
CCOCc1nnc(NC(=O)c2ccc(OC)cc2)s1	-8	-5	-3	1	-3	4	1464	1	2	-6
N#Cc1c(N)c(C(=O)c2ccccc2)n2c1CCC2	-25	-7	7	0.8	-3	20	1352	1	-10	-3
COc1ccc(C(=O)NNC(=O)c2ccc(S(=O)(=O)N3CCOCC3)cc2)cc1	-20	2	-4	1	-2	-4	1559	1	-1	3
COc1cccc(C(=O)Nc2ccc(F)c(F)c2F)c1	-13	-4	2	1	-3	-1	1632	1	-9	-1
Oc1ccccc1C1CC(c2cccs2)=NC(c2cccc(Br)c2)N1 (stereo not drawn)	-5	-1	15	0.9	12	10	1666	0.9	10	5
CCCCNS(=O)(=O)c1ccc2nc(-c3cccnc3)cc(C(=O)NCCCOCC)c2c1	-8	2	-4	1	-3	-3	1726	1	6	2
O=C(Nc1ncc(Cc2cccc(Cl)c2)s1)C1CCCO1 (stereo not drawn)	-5	3	0	1	1	2	1642	1	4	2
COC(=O)[C@H](CCSC)NC(=O)Nc1ccc(C)cc1	-4	-6	5	0.9	-1	8	1509	1	-1	8
O=C(O)CN1C(=O)C2C3CC(C2C1=O)C1C(c2ccc(Cl)cc2)c2sc(=O)[nH]c2SC31 (stereo not drawn)	-1	-2	-4	1	3	2	1458	1	0	-2
Cc1ccc(-c2nc3ccccc3[nH]2)cc1NC(=O)c1sc2ccccc2c1Cl	-1	0	-9	0.9	-1	9	1350	1	1	15
CN(C)/C=C/C(=O)Oc1ccc(Cl)cc1Cl	-7	-1	5	0.9	-6	7	1577	1.1	2	0
Cc1ccsc1/C=N/Nc1nc(=O)[nH]nc1C	1	-1	7	1.3	-1	-33	1580	1	1	11
O=C(OCC(=O)N1CCCc2ccccc21)c1cccnc1Cl	-11	-3	-9	0.7	-1	28	1328	1	-10	-2
O=C(O)C1=C[C@@H](c2coc3ccccc3c2=O)C[C@@H](OCc2ccc(CO)cc2)O1	-7	-1	5	1	-9	0	1317	1.1	1	6
CCCc1cc(=O)n2[nH]c(-c3ccc(OC)cc3)nc2n1	-4	0	1	0.9	-2	12	1660	1	0	-3
CC(NS(=O)(=O)c1ccc(Cl)cc1)C(c1cccs1)N1CCN(C)CC1 (stereo not drawn)	-10	-8	7	0.8	0	18	1441	1	-2	-3
COc1ccc(/C(C)=N\n2cnnc2)cc1	-12	-1	8	0.9	-5	13	1468	1.1	-1	0
O=C(CCc1ccccc1)Nc1nc2ccc(S(=O)(=O)N3CCOCC3)cc2s1	-8	-8	6	1	-2	5	1604	1	4	-1
CCOC(=O)c1ccc(S(=O)(=O)N2CCN(CC(=O)NC(=O)NC(C)(C)C)CC2)cc1	-1	-7	9	1	-1	1	1573	1	5	2
N#CCSc1nc2ccccc2c2nc3ccccc3n12	-1	0	5	1.4	-3	-42	1695	1	-2	1
O=C(Nc1ccc2nn(-c3ccccc3)nc2c1)c1cccnc1	-1	-8	-4	0.9	-10	14	1481	1.1	-10	0
CCOC(=O)c1ccc(N/C(=N\S(=O)(=O)c2ccccc2C)c2ccccc2)cc1	-8	2	14	1	-2	-4	1528	1	-1	10
COc1ccc(C)cc1NC(=O)CCCN1C(=O)CCC1=O	-11	2	-1	1	-5	3	1462	1	6	0
Cc1nc(SCC(N)=O)c([N+](=O)[O-])[nH]1	-2	-1	-4	1.2	2	-19	1461	1	0	1
Cc1ccc(OCC(=O)NC(=S)Nc2ccc(Br)cn2)cc1C	1	-5	1	1	-6	-2	1496	1.1	0	2
COc1cc(C#N)c(NC(=O)CN2CCN(CCO)CC2)cc1OC	-8	4	0	1	-2	0	1633	1	0	-2
COc1cc(/C=N/NC(=O)Cc2cccs2)c([N+](=O)[O-])cc1OC	14	-6	1	0.9	-3	10	1309	1	1	-2
CSC1=N/C(=C\c2ccc(C)o2)C(=O)S1	-3	2	-5	0.7	0	27	1489	1	0	-1
CC(C)N(Cc1nc(-c2ccccc2)no1)C(=O)c1ccc2c(c1)OCO2	-4	-3	8	0.9	2	7	1614	1	9	7
O=C(c1ccc(N2CCOCC2)nc1)N1CCCCC1	-16	-1	3	1	-7	2	1464	1.1	2	1
O=S(=O)(c1ccccc1)N(CC1CO1)c1cccc2ccccc12 (stereo not drawn)	-2	-1	-5	1	-5	5	1730	1.1	2	-1
O=C(NCc1ccco1)/C(=C/C=C\c1ccccc1)NC(=O)c1ccc(Br)o1	-11	-2	7	1	-3	2	1553	1	1	6
Cc1cc(NC(=O)c2ccc(C#N)cc2)n(-c2ccccn2)n1	0	-5	10	1.2	0	-19	1713	1	3	10

6 compounds from above, sorted by length of the SMILES, rising.
SMILES	TNAP inh noacc	Efa HMGR inh	PPARg SRC2 recr	bIAP activator	TNAP inh hiacc	bIAP inhibitor	SRC2 TRFRET art	TNAP act hiacc	PPARg SRC3 recr	PPARg SRC-1 ag
N#CCSc1nc2ccccc2c2nc3ccccc3n12	-1	0	5	1.4	-3	-42	1695	1	-2	1
COc1cccc(C(=O)Nc2ccc(F)c(F)c2F)c1	-13	-4	2	1	-3	-1	1632	1	-9	-1
COc1ccc(C)cc1NC(=O)CCCN1C(=O)CCC1=O	-11	2	-1	1	-5	3	1462	1	6	0
COC(=O)[C@H](CCSC)NC(=O)Nc1ccc(C)cc1	-4	-6	5	0.9	-1	8	1509	1	-1	8
Oc1ccccc1C1CC(c2cccs2)=NC(c2cccc(Br)c2)N1 (stereo not drawn)	-5	-1	15	0.9	12	10	1666	0.9	10	5
Cc1ccc(-c2nc3ccccc3[nH]2)cc1NC(=O)c1sc2ccccc2c1Cl	-1	0	-9	0.9	-1	9	1350	1	1	15
